Screening results as filed in PubChem BioAssay.
M5 ag = CHRM5 agonism in calcium assay; P08912; activation, % at 3 µM; AID 624037; 360,000 compounds, 0.19% hits; CHO-K1 hM5 cells, Fluo-8 calcium fluorescence; 0% DMSO wells, 100% maximal acetylcholine response;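 active = activation above the run's mean over test compounds plus 3 SD, cut at about 23% in these data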;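 note: signal is peak over basal fluorescence ratio across the kinetic read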
Target sequence (P08912 whole entry, looked up): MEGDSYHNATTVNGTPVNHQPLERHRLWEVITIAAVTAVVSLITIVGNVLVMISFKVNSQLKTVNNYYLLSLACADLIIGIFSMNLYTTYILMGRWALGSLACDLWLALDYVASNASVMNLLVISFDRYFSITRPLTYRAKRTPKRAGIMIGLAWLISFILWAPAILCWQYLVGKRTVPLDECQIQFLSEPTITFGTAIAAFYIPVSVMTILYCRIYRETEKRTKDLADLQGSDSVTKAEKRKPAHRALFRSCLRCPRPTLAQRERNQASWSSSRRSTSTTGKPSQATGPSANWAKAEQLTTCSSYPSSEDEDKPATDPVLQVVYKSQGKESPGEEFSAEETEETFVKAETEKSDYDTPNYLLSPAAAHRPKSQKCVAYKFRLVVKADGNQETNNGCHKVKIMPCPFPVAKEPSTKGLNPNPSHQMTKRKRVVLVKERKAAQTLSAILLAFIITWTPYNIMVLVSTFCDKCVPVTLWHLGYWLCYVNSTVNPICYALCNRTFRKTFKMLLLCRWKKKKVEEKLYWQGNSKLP
CHRM4 PAM = CHRM4 positive allosteric modulation | P08173 | CHO-K1 hM4/Gqi5, Fluo-8 calcium fluorescence, ACh EC20; 0% = ACh EC20, 100% = maximal ACh | activation, % at 3 µM | 360,000 compounds, 0.4% hits | AID 624126;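 active = activation above its plate's cutoff, the mean activation of sample wells plus 3 SD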; note: some results filed as inactive read as strong as hits
Target sequence (P08173 whole entry, looked up): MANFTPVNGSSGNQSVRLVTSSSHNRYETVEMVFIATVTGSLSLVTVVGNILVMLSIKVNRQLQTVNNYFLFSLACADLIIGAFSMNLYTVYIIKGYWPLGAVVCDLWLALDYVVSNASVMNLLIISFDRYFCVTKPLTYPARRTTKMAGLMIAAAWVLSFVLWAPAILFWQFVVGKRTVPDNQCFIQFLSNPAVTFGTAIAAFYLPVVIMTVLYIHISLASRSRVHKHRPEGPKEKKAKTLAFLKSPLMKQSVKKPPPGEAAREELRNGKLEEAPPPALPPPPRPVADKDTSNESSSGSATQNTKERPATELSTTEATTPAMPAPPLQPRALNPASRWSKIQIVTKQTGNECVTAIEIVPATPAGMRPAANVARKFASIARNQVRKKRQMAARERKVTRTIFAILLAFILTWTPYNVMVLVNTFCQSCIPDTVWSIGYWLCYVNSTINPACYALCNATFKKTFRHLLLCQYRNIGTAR
M1 PAM = human CHRM1 positive allosteric modulation; P11229; CHO-K1 hM1, Fluo-8 calcium fluorescence, ACh EC20; 0% = ACh EC20, 100% = maximal ACh; activation, % at 3 µM; 360,000 compounds, 0.088% hits; in the data active = activation above about 19%, passing the limit was not always enough
M4 antag = antagonists of human muscarinic M4 receptor (CHRM4). AID 624125. P08173. inhibition, % at 3 µM. 360,000 compounds, 0.73% hits. CHO-hM4 cells, ACh EC80, Fluo-8 calcium fluorescence;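 active = inhibition above its plate's cutoff, the mean inhibition of sample wells plus 3 SD, cut at about 27% in these data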;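 note: 0% = acetylcholine EC80 with DMSO and 100% = DMSO without agonist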
CHRM1 antagonist = human CHRM1 antagonism; P11229; CHO-K1 hM1, Fluo-8 calcium fluorescence, ACh EC80 antagonist; inhibition, % at 3 µM; 360,000 compounds, 1.3% hits;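 active = percent inhibition above its own plate's cutoff, namely the mean of that plate's compound wells plus 3 SD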;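 note: peak over basal fluorescence ratio during 140 s after agonist addition; 0% = ACh EC80 plus DMSO and 100% = DMSO alone without agonist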
CHRM4 agonist = agonists of human muscarinic M4 receptor (CHRM4) | activation, % at 3 µM | 360,000 compounds, 0.14% hits | P08173 | AID 624127 | CHO-K1 hM4/Gqi5, Fluo-8 calcium fluorescence; vehicle 0%, full acetylcholine response 100%;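 active = activation above the run mean over all test wells plus 3 SD, cut at about 32% in these data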;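 note: peak over basal fluorescence ratio per well then scaled between controls; 0% = DMSO wells and 100% = acetylcholine at EC100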
CRFR2-BP ag = agonists of human CRF-binding protein/CRF-R2 receptor complex; HEK293 CRF-R2/CRF-BP, calcium dye fluorescence (FLIPR); percent of saturating CRF peptide response; activation, % at 13.2 µM; 350,000 compounds, 0.46% hits; AID 588473;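 active = activation of at least 50%, plus an integration ratio under a set limit after plate pattern correction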;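 note: plate controls were neutral control wells without compound for no effect and CRF at EC100 for full effect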
M5 antag = blocks acetylcholine activation of human M5 receptor; P08912; 360,000 compounds, 0.59% hits; CHO-hM5 cells, Fluo-8 calcium fluorescence, ACh EC80; AID 624040; inhibition, % at 3 µM;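 active = inhibition above a per-plate cutoff, the mean of that plate's test compounds plus 3 SD, cut at about 27% in these data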;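 note: 0% = acetylcholine EC80 with DMSO and 100% = DMSO without agonist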
CHRM5 PAM = CHRM5 positive allosteric modulation | 360,000 compounds, 0.3% hits | AID 624038 | P08912 | activation, % at 3 µM | CHO-K1 hM5, Fluo-8 calcium, ACh EC20 PAM; 0% = ACh EC20, 100% = ACh EC100;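 active = activation above the run cutoff, the mean activation of all test compounds plus 3 SD, cut at about 18% in these data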
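Replicates: One well per compound, no replicates | System: Human M5 receptor in CHO-K1 cells | Benchmarks: Low control EC20 acetylcholine (0%), high control EC100 acetylcholine (100%) | Probe or stimulus: Acetylcholine, EC20 level | Times: Fluo-8 loading 80 min at 37 °C plus 30 min room temperature | Signal: Intracellular calcium via Fluo-8 fluorescence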
* marks the source's active call; other numbers are inactive results; / = not tested or not shown.

| structure | M5 ag | CHRM4 PAM | M1 PAM | M4 antag | CHRM1 antagonist | CHRM4 agonist | CRFR2-BP ag | M5 antag | CHRM5 PAM |
| --- | --- | --- | --- | --- | --- | --- | --- | --- | --- |
| Cn1cccc1Cc1nnc(SCC(=O)NCc2ccc(F)cc2)n1-c1ccc(F)cc1 | -1 | 4 | 1 | -2 | -1 | 2 | 1.5 | 3 | -3 |
| CC(C)C[C@H](NC(=O)OC(C)(C)C)C(=O)NCC1CCC(C(=O)N[C@@H](Cc2ccccc2)C(=O)O)CC1 (stereo not given in full) | -3 | -6 | -8 | 11 | 21 | 0 | -1.0 | 4 | -5 |
| O=C1CCC(CCC(=O)N2CCCC(C(=O)c3ccc(Cl)cc3)C2)=NN1 (stereo not given) | 1 | -10 | 7 | 1 | -14 | 0 | 3.8 | -1 | -2 |
| CCOc1ccc(C2Sc3ccccc3NC3=C2C(=O)OC3)cc1 (stereo not given) | -8 | 0 | 3 | 2 | -19 | 0 | 1.1 | -3 | 0 |
| C=CCOC(=O)CCC(=O)Nc1cc(OC)nc(OC)n1 | 1 | 12 | 13 | -3 | -21 | 0 | -2.9 | 4 | -2 |
| COC(=O)[C@H](CC(C)C)NC(=O)CC[C@H]1O[C@@H](n2cc(C)c(=O)[nH]c2=O)C[C@@H]1O | 1 | -4 | 2 | 16 | -22 | 1 | / | 11 | 2 |
| CCC(C)NS(=O)(=O)c1ccc(OCC(=O)NCc2ccco2)cc1 (stereo not given) | 2 | 3 | 3 | 1 | 1 | 1 | 0.8 | 1 | 3 |
| COc1ccc(N2C(=S)NC(C)(C)CC2(C)c2ccc(OC(C)=O)cc2OC(C)=O)cc1 (stereo not given) | 2 | 4 | 9 | -4 | -9 | 1 | -0.7 | -14 | 4 |
| CCC/C(O)=C1\C(=O)CCCC1=NC(C)C(=O)O (stereo not given) | 1 | 13 | 14 | -10 | -26 | 0 | 0.1 | -10 | 5 |
| CC(C)(C)C1CCC2(CC1)Nc1cccc3cccc(c13)N2 | 1 | -6 | 17 | 0 | -10 | 0 | -1.9 | -2 | 2 |
| COc1ccc(-c2csc(Nc3ccccc3)[n+]2CC(O)c2ccc([N+](=O)[O-])cc2)cc1 (stereo not given) | -2 | -13 | -1 | 4 | 7 | 3 | -0.4 | 1 | -10 |
| CCOC(=O)c1c(C)[nH]c(C(=O)CC(=O)OC)c1C | -1 | 1 | 1 | -7 | 0 | 2 | -0.3 | 8 | -6 |
| O=C(CSc1ccc2ccccc2c1)N1CCN(c2ccc(O)cc2)CC1 | 0 | -9 | -3 | -3 | 6 | 4 | -3.4 | 10 | 0 |
| CCN(CC)S(=O)(=O)c1ccc2[nH]c(=O)cc(C(=O)N(C)C3CCS(=O)(=O)C3)c2c1 (stereo not given) | 3 | 6 | -5 | -9 | 8 | 0 | -1.2 | 4 | 11 |
| COCCN(C(=O)COC(=O)CSc1ccc(Cl)cc1)c1c(N)n(Cc2ccccc2)c(=O)[nH]c1=O | -6 | 8 | 12 | -5 | -10 | 0 | -1.4 | -2 | 2 |
| Cc1cc(C)nc(SCc2nnc(SCC(=O)Nc3nccs3)n2C)n1 | 2 | 5 | 6 | -4 | -15 | 1 | 4.4 | -4 | -5 |
| CCCCN(C(=O)Cc1ccc(S(=O)(=O)N2CCOCC2)s1)c1ccccc1 | 0 | -2 | -5 | -10 | 10 | 5 | 0.0 | -8 | 2 |
| CCOc1ccc(NC(=O)Nc2ccc3c(c2)nc(C)n3C)cc1 | 5 | -10 | 9 | -5 | -34 | 1 | -1.1 | -12 | 11 |
| CCCC(=O)c1ccc(N2CCN(S(=O)(=O)c3ccccc3)CC2)c(F)c1 | 0 | 5 | 1 | -6 | -2 | 2 | 6.5 | -4 | 6 |
| COc1ccc(C2CC(c3ccccc3)=NN2C(=O)CSc2ncccn2)cc1 (stereo not given) | 3 | -2 | -3 | 4 | 5 | 6 | -1.1 | 2 | -1 |
| O=C(Cc1cccc2ccccc12)NCCc1ccccc1 | -1 | 3 | 5 | -3 | -7 | 1 | -3.2 | 3 | 10 |
| Cc1ccc(CSCCNC(=O)CCSc2ccccc2)cc1 | -5 | 5 | 5 | 4 | -5 | 1 | -0.7 | -8 | 1 |
| NC(=O)c1ccccc1N/C=C1\CCCCC1=O | -1 | 4 | -4 | -6 | 1 | 1 | 3.3 | 7 | -3 |
| Cc1sc2nc(SCc3nc(-c4cccs4)no3)n(-c3ccccc3)c(=O)c2c1C | 3 | -4 | -7 | 2 | 9 | 1 | 0.8 | -7 | 3 |
| CCCNC(=O)COC(=O)C1CCN(S(=O)(=O)c2ccc3c(c2)OCCO3)CC1 | 0 | 6 | 8 | -10 | -7 | 0 | -2.4 | 3 | 3 |
| CC12CCC(C(=O)N(NC(=O)c3cc(Cl)ccc3O)C1=O)C2(C)C (stereo not given) | -1 | 12 | 3 | -15 | -8 | 2 | 0.9 | -1 | 0 |
| NS(=O)(=O)c1ccc(-n2nc(C(=O)O)cc2-c2ccc(Cl)cc2)cc1 | -4 | 3 | -3 | -2 | 11 | 1 | 2.6 | 13 | -3 |
| CCc1ccc2[nH]c3nc(SCc4nnc(-c5ccccc5)o4)nnc3c2c1 | 2 | 2 | 7 | -5 | -6 | 0 | 1.1 | -2 | 4 |
| O=c1c2c3c(sc2n2cnnc2n1CCc1ccccc1)CCCC3 | -1 | 11 | 2 | 9 | -4 | 2 | -0.5 | -8 | 3 |
| CCOC(=O)c1cc(C(=O)NC(C)c2ccccc2)c(C)[nH]c1=O (stereo not given) | 3 | 11 | 5 | 1 | -2 | 1 | -4.4 | 8 | 3 |
| CC(C)N(Cc1nnc(-c2ccccc2Br)o1)C(=O)c1cc(Cl)nc2ccccc12 | 0 | -2 | 4 | -7 | -4 | 3 | 0.1 | 0 | -4 |
| Cc1ccc(/C=N/NC(=O)c2nnn(-c3nonc3N)c2CSc2ccccc2)s1 | -4 | 6 | 13 | -9 | -12 | 2 | 6.0 | 9 | 0 |
| C=CCSc1nc2sc3c(c2c(=O)[nH]1)CC(C)(CC)OC3 (stereo not given) | -6 | -6 | 2 | -2 | -17 | 1 | -0.6 | -6 | 10 |
| COc1ccc(CC(=O)OCc2cc3cccc(C)c3[nH]c2=O)cc1 | 0 | -1 | -1 | 1 | 2 | 0 | 11 | 4 | 0 |
| N#Cc1c(-c2ccc(F)cc2)c(-c2ccc(F)cc2)nn(CCO)c1=O | 2 | -5 | 3 | -5 | -8 | 0 | -1.2 | -4 | 0 |
| CCN(C[C@H]1N[C@@](C)(C(=O)OC)[C@H]2C(=O)N(Cc3ccccc3)C(=O)[C@@H]12)S(=O)(=O)c1ccccc1 | 0 | 3 | 10 | 5 | -13 | 0 | 0.6 | 5 | 2 |
| COc1ccc(CNC(=O)c2ccc(NC(=O)C3=CSCCO3)cc2)cc1 | -3 | -1 | 14 | 1 | -13 | 3 | -2.3 | 3 | 1 |
| CCOC(=O)C1CCN(C(=O)CCS(=O)(=O)c2ccc3c(c2)CC(C)N3C(=O)CC)CC1 (stereo not given) | -3 | 8 | 10 | -6 | -14 | 2 | -0.4 | -4 | -1 |
| COc1cccc(C(=O)NCCSc2ccc(C)cc2)c1 | -5 | 8 | 14 | -3 | -14 | 1 | -2.9 | 10 | 0 |
| CCn1cc(C(=O)N2CCCC(CO)(Cc3ccccc3C)C2)cn1 (stereo not given) | -2 | -1 | -10 | 0 | 30 | 1 | 1.7 | -10 | -2 |
| Cc1cccc(Nc2ccccc2C(=O)OCC(=O)N2CCOCC2)c1C | 3 | -1 | 8 | 3 | -11 | -2 | -0.2 | -3 | 1 |
| CC1C(=O)Nc2ccc(S(=O)(=O)N3CCN(c4cccc(C(F)(F)F)c4)CC3)cc2NC1=O (stereo not given) | -5 | 10 | 6 | -6 | 0 | 0 | -1.4 | 6 | -2 |
| CC(C)C1=NN(C(=O)c2cccnc2)C(O)(C(F)(F)F)C1 (stereo not given) | -1 | 8 | -3 | 0 | 12 | 1 | -1.9 | 1 | -1 |
| CCN(CC)C1Oc2cc3c(cc2C(c2cc(OC)c(OC)c(OC)c2)C1C)OCO3 (stereo not given) | 6 | 1 | 10 | -11 | -20 | 0 | -2.6 | 12 | -1 |
| CCOC(=O)C1C(=O)CC(C)(O)C(C(=O)OCC)C1c1ccc(Br)cc1 (stereo not given) | -6 | 0 | 7 | 1 | -13 | -1 | -1.5 | 2 | -4 |
| O=[N+]([O-])c1cc(C(F)(F)F)cc([N+](=O)[O-])c1NCCNC(=S)Nc1ccc(Cl)c(Cl)c1 | 10 | -11 | -10 | 31* | 30 | 15 | 0.5 | 35* | -25 |
| CCOc1ccccc1C(=O)Nc1ccc(S(=O)(=O)Nc2nccc(C)n2)cc1 | 7 | 5 | 14 | 5 | -24 | -1 | -0.1 | -1 | -5 |
| COc1ccc(C(=O)Nc2ccc3ncccc3c2)cc1 | 0 | -4 | -1 | 3 | -7 | 2 | 0.2 | 5 | -1 |
| Cc1ccc(CNC(=O)c2cc3c(=O)n(C)c4ccccc4c3n2C)cc1 | 2 | -4 | 2 | 0 | -8 | 2 | 2.2 | -1 | -3 |
| O=C(OCC(=O)N1CCN(c2ccccc2)CC1)c1cccc(Cl)c1 | 1 | 8 | -1 | 23 | 2 | 2 | -0.8 | -4 | 9 |
| COc1ccc(C(=O)CC(=O)C(=O)Nc2ccccc2OC)cc1 | 0 | -3 | 8 | 4 | -11 | 13 | -4.4 | 19 | -7 |
| Cc1cccc(OCC(=O)Nc2nnc(S(=O)(=O)N3CCCCCC3)s2)c1 | 0 | -6 | -1 | -4 | 4 | 1 | 0.8 | 3 | -1 |
| O=S(=O)(/N=C(/NNS(=O)(=O)c1ccccc1)c1ccccc1)c1ccccc1 | -5 | 4 | 10 | -10 | -8 | 1 | 0.1 | 6 | -11 |
| Cc1ccc(C2C(C(=O)O)c3ccccc3C(=O)N2C)o1 (stereo not given) | 1 | 8 | 13 | -2 | -12 | 2 | -0.3 | -9 | 3 |
| COc1ccc(C(=O)Nc2ccc(S(=O)(=O)Nc3onc(C)c3C)cc2)cc1 | -4 | -3 | 4 | -1 | -9 | 0 | -0.3 | -3 | 2 |
| NCCCC[C@H](NC(=O)C1CCNCC1)c1nnc([C@@H](N)CO)o1 | 2 | 0 | -1 | 5 | 6 | 1 | 0.4 | 2 | -1 |
| CCCCC[C@H](C)N1C[C@@H](COCc2ccccc2)Oc2cc(N3CCC[C@@H]3CO)ccc2S1(=O)=O | 1 | -2 | / | 1 | / | 2 | / | 4 | -5 |
| O=C(NCC[C@@H]1CC[C@@H](NC(=O)c2cnccn2)[C@@H](CO)O1)c1ccc2c(c1)OCO2 | -1 | 1 | / | -15 | / | 1 | / | -3 | 1 |
| O=C1NC(=S)N(C(=O)c2ccc(F)cc2)/C1=C/c1cccnc1 | 0 | -10 | -2 | 8 | 6 | 0 | 0.2 | 14 | -8 |
| CN(C)S(=O)(=O)c1ccc(SCC(=O)N2CC(=O)Nc3ccccc32)nc1 | 0 | 6 | 6 | -10 | -6 | 1 | -0.6 | 1 | 2 |
